Growth percent in the NCI-60 one-dose screen (48 h, 10 µM unless noted): 100 = growth as untreated, 0 = no growth, -100 = all killed.
M14 = M14 melanoma | AID 1794745 | hit rate 6.2% among 80,000
RPMI-8226 = RPMI-8226 leukemia cells | hit rate 7.5% among 77,000 | AID 1794781
A549/ATCC = A549/ATCC NSCLC; hit rate 3.7% among 81,000; AID 1794740
MOLT-4 = MOLT-4 leukemia cells; hit rate 6.9% among 80,000
HOP-92 = HOP-92 NSCLC cells. AID 1794738. hit rate 6.3% among 71,000
CCRF-CEM = CCRF-CEM leukemia; hit rate 7% among 77,000
HOP-62 = HOP-62 NSCLC; hit rate 3.9% among 80,000; AID 1794735
EKVX = EKVX NSCLC; AID 1794765; hit rate 3% among 71,000
Starred values were filed as active, the others as inactive; x = no result given; & = joins results of further samples. How the source made its calls: active means growth percent below 10; inactive means the rest. An unsorted share of the library; any-hit rate near 12%.

SMILES | M14 | RPMI-8226 | A549/ATCC | MOLT-4 | HOP-92 | CCRF-CEM | HOP-62 | EKVX
COc1ccc2c(c1)c1cc3ncccc3nc1n2C | 84 | 84 | 77 | 51 | 87 | 83 | 57 | 49
C/C(=N/NC(N)=S)c1sc(Nc2ccc(Cl)cc2)nc1C | 99 | 96 | 96 | 74 | 83 | 88 | 107 | 81
COc1ccc(C(=O)NNc2nccc(Nc3ccc(S(=O)(=O)Nc4ccncc4)cc3)n2)cc1 | 95 | 104 | 106 | 98 | 86 | 112 | 103 | 101
COc1cc(CCC(C)=O)ccc1OC(=O)c1c(-c2c(F)cccc2Cl)noc1C | 115 | 88 | 79 | 79 | 55 | x | 88 | x
CC(=O)OC1CCC2CCCCC2C1 (configuration not stated) | 103 | 105 | 102 | 102 | 104 | 89 | 97 | x
CS(=O)(=O)c1ccc(C(=O)N/N=C/c2ccc3c(c2)OCO3)cc1 | 106 | 102 | 68 | 71 | x | 87 | 97 | 100
O=C(O)COC(=S)SCC(=O)O | 105 | 102 | 103 | 111 | 104 | x | 121 | x
NCc1ccccc1 | 100 | 107 | 102 | 104 | 109 | 99 | 99 | x
C/C(Cc1ccc(Cl)cc1)=C(/c1ccccc1)c1ccc(OCCN)cc1 | 96 | 101 | 99 | x | 92 | 110 | 108 | 99
C=CCSc1nc2cc3c(C)c(CC)c(=O)oc3c(C)c2o1 | 105 | 109 | 100 | 88 | 121 | 100 | 96 | 98
COC(=O)c1cc(OC)nc(SC)n1 | 108 | 96 | 71 | 67 | 93 | 82 | 99 | 101
O=S1(=O)CCN(Cc2cccnc2)CC1 | 96 | 95 | 93 | 124 | 84 | 100 | x | x
CCOc1ccc(C(=O)OCCNCC(C)C)cc1N | 104 | 98 | 90 | 92 | 94 | 97 | 99 | 101
COc1ccc(-c2cc(-c3cc(OC)c(OC)c(OC)c3)c(C#N)c(=O)n2CCCCC(=O)O)cc1 | 98 | 84 | 94 | 105 | 94 | 85 | 97 | 99
CCOc1ccc(S(=O)(=O)c2ccc(C)cc2)c2c1no[n+]2[O-] | 93 | 68 | 97 | x | 36 | 76 | 101 | 84
CN(C)c1ccc(/C=N/N=C(N)N)cc1 | 51 | x | 71 | 83 | 74 | 104 | 75 | 89
N#Cc1c(-c2ccccc2)nc2c(c(-c3ccc(Cl)cc3)nn2-c2ccccc2)c1-c1ccc([N+](=O)[O-])cc1 | 98 | 101 | 100 | 97 | 103 | 91 | 95 | 103
Cc1ccc(NC(=O)NNC(=O)c2ccc(NC(=O)c3ccccn3)cc2)cc1 | 101 | 107 | 96 | 97 | 99 | 98 | 82 | 96
Cn1c(N2N=C(c3ccc(Cl)cc3)CC2c2ccccc2)nc(-c2ccccc2)c(C#N)c1=O (configuration not stated) | 90 | 55 | 65 | 60 | 16 | x | 83 | x
Cn1c(=O)c2nc(CCC(=O)Nc3ccccc3)c(=O)[nH]c2n(C)c1=O | 103 | 106 | 101 | 106 | 85 | 107 | 108 | 92
CS(=O)(=O)c1nc(NCCCNc2ccnc3cc(Cl)ccc23)cc(-c2ccccc2)n1 | 108 | 97 | 103 | 99 | 95 | 101 | 100 | x
CN[C@@H]1C(OC2[C@H](O[C@H]3[C@H](O)[C@@H](O)[C@H](N=C(N)N)[C@@H](O)[C@@H]3N=C(N)N)OC(C)[C@]2(O)CO)OC(CO)C(O)C1O (some centres not stated) | 112 | 103 | x | 93 | 118 | 101 | 107 | 113
O=C(CC(CC(=O)c1ccccc1)c1ccccn1)c1ccccc1 | 103 | 97 | 98 | 102 | 95 | 103 | 105 | x
COc1ccc(C(=O)/C=C/c2ccc(C)s2)cc1 | 105 | 73 | x | 77 | 96 | 85 | 113 | 90
CC1(O)C(c2ccccc2)=C(c2ccccc2)c2ccccc21 (configuration not stated) | 91 | 68 | 90 | 50 | 71 | 76 | 95 | 101
O=C1CSC(c2ccc(O)cc2)N1c1nnc(Cn2cnnc2)o1 (configuration not stated) | 95 | 62 | 90 | 59 | 72 | 49 | 100 | 99
O=C1c2ccccc2C(=O)N1Cc1cccc([N+](=O)[O-])c1 | 109 | 103 | 105 | 117 | 108 | 102 | 102 | x
CCCCCCCCCOC(=O)CCCCC(=O)OCCCCCCCCC | 112 | 104 | 106 | 103 | 70 | 102 | 115 | 110
Cc1cc(N)nc(C)n1 | 96 | 108 | 94 | 95 | x | 92 | 97 | 97
Fc1ccc(-c2nnc(N3CCOCC3)c3ccccc23)cc1 | 94 | 111 | 102 | 243 | 103 | 124 | 97 | 70
CNC(=O)n1c(N)nc(-c2ccccc2)c1-c1ccccc1 | 103 | 105 | 109 | 126 | 91 | 107 | 99 | 84
O=C1Nc2ccccc2/C1=C\c1nc(-c2ccccc2)n2ccccc12 | 80 | 82 | 93 | 88 | 121 | 84 | 93 | 74
CCOC(=O)c1cc2c(n1Cc1ccccc1)-c1[nH]c(=O)c(S(=O)(=O)c3ccccc3)cc1CCC2 | 98 | 83 | 89 | 84 | 85 | 91 | 90 | x
CC[C@@]12C=CCN3CC[C@]4(c5cc(NC(=O)COc6cc(OCC(=O)Nc7cc8c(cc7OC)N(C)[C@H]7[C@@](O)(C(=O)OC)[C@H](OC(C)=O)[C@]9(CC)C=CCN%10CC[C@]87[C@@H]%109)cc7oc(-c8ccccc8)cc(=O)c67)c(OC)cc5N(C)[C@@H]4[C@](O)(C(=O)OC)[C@H]1OC(C)=O)[C@H]32 | 50 | 8.9* | 52 | 13 | 34 | 14 | 17 | 57
CC(=O)O[C@H](C)[C@@H]1O[C@@H]2CC(=O)O[C@@H]2[C@H]1O | 98 | 111 | 104 | 94 | 104 | 103 | 101 | 97
O=c1[nH]cnc2c1ncn2C1OC(CO)CC1F (configuration not stated) | 105 | 100 | 100 | 99 | 85 | x | 93 | x
O=c1[nH]cccc1N=Nc1ccc(S(=O)(=O)NC2NCCS2)cc1 (configuration not stated) | 104 | 107 | 117 | 94 | x | x | 94 | x
Cc1ccc(S(=O)(=O)/C(=C\c2ccc(Cl)cc2)C(=O)c2ccccc2)cc1 | 102 | 103 | 106 | 99 | 95 | 98 | 104 | x
CCN(CC)CCNc1ncnc2c1[nH]c1ccc(Cl)cc12 | 102 | 64 | 77 | 80 | 81 | 77 | 102 | x
Cc1sc2ccccc2[n+]1C | 104 | 93 | 95 | 95 | 83 | 88 | 104 | 116
CN(CCCN(C)CCC1CCCCC1)CCC1CCCCC1 | -100* | 44 | 84 | 20 | 21 | 21 | 57 | 61
Fc1ccc(-c2nnc(-c3c(-c4ccc(F)cc4)nc4ccccn34)o2)cc1 | 116 | 85 | 72 | 100 | x | 95 | 78 | 95
CCOC(=O)c1c(C)oc2ncnc(N3CCN(C(=O)COc4ccc(Cl)c(Cl)c4)CC3)c12 | 100 | 75 | 85 | 85 | 88 | 85 | 84 | 92
O=C1OC2(c3ccccc31)c1ccccc1-c1ccccc12 | 51 | x | 72 | 83 | 97 | 72 | 94 | 88
N#CCCOCC1CCCO1 (configuration not stated) | 98&104 | 103&111 | 99&96 | 101&110 | 109&108 | 99&106 | 100&95 | 100
CCOC(=O)c1nc2c(Br)cc(Br)cn2c1C(=O)c1ccc(Br)cc1 | 100 | 116 | 89 | 106 | 95 | 115 | 89 | 95
C/C(=N\NC(=S)Nc1ccc(Cl)cc1)c1cc2ccccc2oc1=O | 74 | 96 | 109 | 97 | 102 | 95 | 89 | 98
CC12CC[C@@H]3[C@]4(C)COC(c5cn[nH]c5-c5ccc(F)cc5)O[C@@H]4CC[C@@]3(C)[C@@H]1CC(C1=CCOC1=O)O2 (some centres not stated) | 85 | 47 | 86 | 63 | x | 83 | 97 | 82
CC(=O)SCCC(=O)O | 109 | 97 | 94 | 102 | 118 | 92 | 95 | x
O=Cc1cn(-c2ccc(C(=O)O)cc2)nc1-c1ccc(O)cc1 | 116 | 104 | 87 | 108 | 93 | 110 | 92 | 113
Cc1ccc(C2=Nn3c(nn4c(SCC(=O)c5ccc(Cl)cc5)nnc34)SC2)cc1 | 97 | 92 | 91 | 74 | 115 | 98 | 108 | 94
Cn1c2ccccc2c2c3c(c4c5cccnc5[nH]c4c21)C(=O)N(O)C3=O | 20 | 40 | 62 | 0.3* | 79 | 13 | 15 | 86
Cc1ccc(-c2c(C(=O)NS(=O)(=O)C3CC3)n(Cc3cccc(C(F)(F)F)c3)c3ccccc23)cc1Cl | 84 | 63 | 72 | 89 | 71 | 73 | 79 | 69
Nc1ncnc2c1ncn2C1O[C@H](COP(=O)(O)O)[C@@H](O)[C@H]1O (some centres not stated) | 102 | 95 | 110 | 113 | 92 | 100 | 104 | 99
C#CC(F)(F)[C@]1(O)CC[C@H]2[C@@H]3CCC4=CC(=O)CCC4=C3[C@@H](c3ccc(C(C)=O)cc3)C[C@@]21C | 97 | 2.0* | 73 | 36 | -32* | -56* | 74 | -61*
CCOC(=O)c1c(C)nc2c(c1N)/C(=C/c1ccc(OC)c(O)c1)C(=O)N2c1ccc(OC)cc1 | 63 | 54 | 90 | 70 | 58 | 55 | 112 | 103
CCCNc1ncnc2c1cnn2C | 112 | 60 | 54 | 68 | 24 | 73 | 103 | 98
CCOC(=O)C1C(=O)N(C)C(=O)N1c1ccc(C)cc1 (configuration not stated) | 102 | 101 | 84 | 85 | 94 | 107 | 109 | 99
CCOC(=O)c1cc(-c2ccc(Br)cc2)n(-c2ccc(OC)cc2)n1 | 99 | 101 | 99 | 81 | 87 | 105 | 96 | 99
Cc1cc(O)c(C(C)C)cc1NC(=O)Nc1ccc(Br)cc1 | 99 | 79 | 89 | x | 84 | x | 119 | 98

The results go on:
SMILES | M14 | RPMI-8226 | A549/ATCC | MOLT-4 | HOP-92 | CCRF-CEM | HOP-62 | EKVX
O=C(O)Cc1cnnn1-c1ccccc1 | x | 97 | 82 | 97 | 92 | 89 | 84 | 94
O=C1NC(=O)C(c2ccco2)N1 (configuration not stated) | 101 | 110 | 83 | 95 | 104 | 111 | 109 | 119
O=C1c2ccccc2C(=O)N1CCS(=O)(=O)O | 97 | 106 | 92 | 111 | 95 | 119 | 88 | 100
COc1ccc(-c2cc(C(=O)N3N=C(c4ccc(N)cc4)CC3c3ccc(Cl)cc3)c3ccccc3n2)cc1 (configuration not stated) | 9.7* | 16 | 17 | 20 | 45 | 16 | 36 | 41
CCOc1ccc(/C(C)=N\NC(N)=O)cc1 | 117 | 90 | 100 | 81 | 78 | 92 | x | 53
COc1ccc(-c2nc(SCC(C)C)nc(NCCc3c[nH]c4ccccc34)c2C#N)cc1 | 81 | 43 | 77 | 40 | 50 | 36 | 55 | 40
CC(C)(C)C(=O)/C=C/c1ccccc1 | 95 | 97 | 101 | 107 | 107 | 81 | 103 | 106
Cc1ccc(N=Nc2c(N)nn(-c3ccccc3)c2N)cc1 | -2.8* | -1.1* | 29 | 23 | 86 | 8.9* | 64 | 30
CN(C)c1ncnc2c1ncn2C | 103 | 102 | x | 99 | 102 | 103 | 108 | 98
C=C1C(=O)O[C@H]2[C@H]1CC/C(COC(=O)CCC(=O)OC/C1=C/CC[C@@]3(C)O[C@H]3[C@H]3OC(=O)C(=C)[C@@H]3CC1)=C\CC[C@@]1(C)O[C@@H]21 | 1.2* | -0.8* | 89 | 1.2* | -1.9* | -8.6* | 86 | 45
COc1ccc(NC(=O)c2ccc(-c3ccccc3)cc2)c(C(N)=O)c1 | 110 | 96 | 94 | 85 | 103 | 90 | 103 | x
c1ccc(-c2c(-c3ccccc3)[n+](Cc3ccc4ccccc4c3)c(-c3cccc4ccccc34)n2Cc2ccc3ccccc3c2)cc1 | -64* | -39* | -45* | -26* | -54* | 1.7* | -85* | -11*

As a short view, part of the list above.
SMILES | M14 | RPMI-8226 | A549/ATCC | MOLT-4 | HOP-92 | CCRF-CEM | HOP-62 | EKVX
O=C1c2ccccc2C(=O)N1CCS(=O)(=O)O | 97 | 106 | 92 | 111 | 95 | 119 | 88 | 100
COc1ccc(-c2cc(C(=O)N3N=C(c4ccc(N)cc4)CC3c3ccc(Cl)cc3)c3ccccc3n2)cc1 (configuration not stated) | 9.7* | 16 | 17 | 20 | 45 | 16 | 36 | 41
CCOc1ccc(/C(C)=N\NC(N)=O)cc1 | 117 | 90 | 100 | 81 | 78 | 92 | x | 53
COc1ccc(-c2nc(SCC(C)C)nc(NCCc3c[nH]c4ccccc34)c2C#N)cc1 | 81 | 43 | 77 | 40 | 50 | 36 | 55 | 40
CC(C)(C)C(=O)/C=C/c1ccccc1 | 95 | 97 | 101 | 107 | 107 | 81 | 103 | 106
Cc1ccc(N=Nc2c(N)nn(-c3ccccc3)c2N)cc1 | -2.8* | -1.1* | 29 | 23 | 86 | 8.9* | 64 | 30
CN(C)c1ncnc2c1ncn2C | 103 | 102 | x | 99 | 102 | 103 | 108 | 98
C=C1C(=O)O[C@H]2[C@H]1CC/C(COC(=O)CCC(=O)OC/C1=C/CC[C@@]3(C)O[C@H]3[C@H]3OC(=O)C(=C)[C@@H]3CC1)=C\CC[C@@]1(C)O[C@@H]21 | 1.2* | -0.8* | 89 | 1.2* | -1.9* | -8.6* | 86 | 45
COc1ccc(NC(=O)c2ccc(-c3ccccc3)cc2)c(C(N)=O)c1 | 110 | 96 | 94 | 85 | 103 | 90 | 103 | x
c1ccc(-c2c(-c3ccccc3)[n+](Cc3ccc4ccccc4c3)c(-c3cccc4ccccc34)n2Cc2ccc3ccccc3c2)cc1 | -64* | -39* | -45* | -26* | -54* | 1.7* | -85* | -11*

Carrying on.
SMILES | M14 | RPMI-8226 | A549/ATCC | MOLT-4 | HOP-92 | CCRF-CEM | HOP-62 | EKVX
CC(CCc1ccccn1)C(=O)c1ccccc1 (configuration not stated) | 114 | x | 110 | 107 | x | 100 | 104 | 97
CONC(=O)C1CN(c2cccc(Cl)c2)N(c2cccc(Cl)c2)C1=O (configuration not stated) | 91 | 103 | 99 | 93 | 105 | 96 | 101 | 98
CCC[C@@H](C)/C=C(\C)[C@H]1O[C@@](O)(CC)[C@H](C)C(=O)[C@@H]1C | 95 | 103 | 112 | 99 | 102 | 109 | 99 | 97
O=C(COc1cccc(/C=C2\CSc3ccc(Cl)cc3C2=O)c1)c1ccc(Cl)cc1 | 95 | -25* | x | -12* | 16 | -26* | 84 | 70

Source: PubChem (NCI)
